Assay outcomes as filed in PubChem.
GLP1R ag – GLP-1 receptor (human) agonism; P43220; HEK293 GLP-1R CRE-luciferase, luminescence, 4-6 h; cells express a hypersensitive GLP-1R form; Potency, µM (series often up to 45.6 µM), for the others: at the top dose activation, actives largely listed as activators; actives 0.007% (n = 380,000); AID 624172; note: potency is the fitted concentration of half-maximal effect; % of control where 0% means no effect
Target sequence (P43220 whole entry, looked up): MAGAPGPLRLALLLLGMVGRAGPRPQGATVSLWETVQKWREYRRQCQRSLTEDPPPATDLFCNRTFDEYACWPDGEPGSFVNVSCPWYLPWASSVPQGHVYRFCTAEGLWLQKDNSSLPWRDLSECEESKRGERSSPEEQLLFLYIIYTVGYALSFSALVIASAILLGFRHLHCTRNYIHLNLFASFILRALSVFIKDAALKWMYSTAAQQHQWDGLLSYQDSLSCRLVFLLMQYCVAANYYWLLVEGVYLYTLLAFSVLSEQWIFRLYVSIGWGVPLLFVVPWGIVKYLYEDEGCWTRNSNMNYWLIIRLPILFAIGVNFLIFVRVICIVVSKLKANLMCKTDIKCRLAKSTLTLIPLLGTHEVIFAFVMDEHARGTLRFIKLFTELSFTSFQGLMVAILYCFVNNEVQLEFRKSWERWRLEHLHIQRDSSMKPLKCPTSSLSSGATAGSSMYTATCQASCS
D3 ag – activates the human D3 dopamine receptor; D3R DiscoveRx beta-arrestin cells, luminescence, 90 min; max activation, %; actives 0.58% (n = 410,000); AID 652048; in the data active = max activation above about 30%; note: 0% is about no effect; mostly tested at two doses, the higher about 12 µM
Target sequence (P35462 whole entry, looked up): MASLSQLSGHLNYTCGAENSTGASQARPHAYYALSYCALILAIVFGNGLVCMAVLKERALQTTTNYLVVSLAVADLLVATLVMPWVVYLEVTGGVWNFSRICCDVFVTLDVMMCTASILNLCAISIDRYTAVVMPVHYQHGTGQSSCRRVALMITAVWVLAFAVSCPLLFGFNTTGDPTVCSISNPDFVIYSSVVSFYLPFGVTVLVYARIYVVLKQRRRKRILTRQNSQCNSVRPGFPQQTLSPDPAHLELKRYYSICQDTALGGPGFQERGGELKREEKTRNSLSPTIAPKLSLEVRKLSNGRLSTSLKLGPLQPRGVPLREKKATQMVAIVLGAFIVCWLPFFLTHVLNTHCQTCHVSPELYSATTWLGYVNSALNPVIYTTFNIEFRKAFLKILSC
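Cells at 1500/well, incubated overnight, then treated with pinned compounds (dopamine as control) for 90 min at 37 degrees C. DiscoveRx reagent added for 30 - 60 minutes at room temperature; luminescence read.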
KB-3-1 cytotox – kills parental KB-3-1 adenocarcinoma cells | KB-3-1 viability, CellTiter-Glo ATP luminescence, 72 h | Potency, µM (top dose mostly 46.1 µM), for inactives: top-dose activity change, negative = cytotoxic, usual class: cytotoxic | actives 1.4% (n = 400,000); note: potency is the fitted concentration of half-maximal effect; % is set by controls: 0 for no effect and ±100 for the full control effect; nearly all actives have a fitted effect of over 60% in size
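Using CellTiter-Glo luminescence, growth of non-resistant KB-3-1 adenocarcinoma cells is assessed 72 h after pin-tool compound addition at 37 °C. Normalized responses across the concentration series yield fitted curves.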
KB-V1 MDR tox – kills drug-selected multidrug resistant KB-V1 cells; KB-V1 MDR cells viability, CellTiter-Glo, 72 h; Potency, µM (series often up to 46.1 µM), inactives show at the top dose activity change, negative = cytotoxicity, actives largely listed as cytotoxic; actives 3.4% (n = 400,000); AID 1347076; note: potency is the fitted concentration of half-maximal effect; % is set by controls: 0 for no effect and ±100 for the full control effect; nearly all actives have a fitted effect of over 60% in size
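Potencies derive from concentration-effect curves fitted to normalized luminescence (CellTiter-Glo) of KB-V1 cells treated for 72 h at 37 degrees C in phenol-red-free DMEM containing 10% FBS.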
HT1080 IDH1KD tx – kills HT-1080 cells with IDH1 knockdown | HT-1080 IDH1 knockdown viability, ATP luminescence, 48 h | Potency, µM (titrated, usually from 46.1 µM), without a hit: at the top dose activity, negative = toxicity, most hits filed as cytotoxic | actives 2% (n = 360,000);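 note: potency is the fitted concentration of half-maximal effect; 0% = DMSO wells and -100% = cell-free medium wells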
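In this qHTS, HT-1080 cells depleted of IDH1 are exposed for 48 h at 37 °C to compound titrations. Toxicity is scored from CellTiter-Glo luminescence, with DMSO as full viability and medium alone as none.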
HT1080-NT tox – kills 2HG-producing HT-1080-NT fibrosarcoma cells | Potency, µM (titrated, usually from 46.1 µM), inactives show at the top dose activity, negative = less viability, usual class: cytotoxic | AID 686970 | actives 1.6% (n = 360,000) | HT-1080-NT fibrosarcoma viability, CellTiter-Glo ATP luminescence, 48 h;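 note: NT is the 2HG producing partner of a matched IDH1 knockdown line; potency is the fitted concentration of half-maximal effect; 0% = DMSO-treated cells and -100% = media-only wells without cells; nearly all actives have a fitted effect of over 55% in size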
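Read-out is CellTiter-Glo luminescence after 10 minutes at room temperature, following 48 hours' compound treatment of HT-1080-NT cells (750 cells/well, RPMI, 5% FBS, 37 degrees C).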
IL-1B inflam inh – inflammasome signaling inhibition, IL-1 beta readout. THP-1 LPS/ATP IL-1B secretion, AlphaLISA, 16 h; active compounds read low. activity change, % at 57.5 µM. actives 4.7% (n = 360,000); in the data active = activity change below about -50%; inconclusive = mostly about -30% to -49%; note: % is set by controls: 0 for no effect and ±100 for the full control effect
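THP-1 cells pretreated 1 hr with compounds (up to 57.5 uM final), then stimulated with LPS (250 ng/mL final) plus ATP (1.25 mM final); secreted IL-1B measured by AlphaLISA after 16 hr, decreased signal indicating inhibition.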
DRD3 antagonist – D3 dopamine receptor (human) antagonism | max response, negative = inhibition, % | D3R cells, DiscoveRx beta-arrestin luminescence, antagonist mode; active compounds read low | actives 2.5% (n = 360,000) | P35462; in the data active = max response below about -50%; inconclusive = no clear call, values can overlap the other calls; note: % is set by controls: 0 for no effect and ±100 for the full control effect; mostly tested at two doses, the higher about 12 µM
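Cells expressing the human receptor were seeded at 1500 cells/well, incubated overnight at 37 degrees C in 5% CO2, then exposed to library compounds with dopamine controls for 90 minutes at 37 degrees C before luminescent detection.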
SW480 rereplic – DNA re-replication induction in SW480 cells; SW480 DNA re-replication, Hoechst DNA content imaging, 48 h; Potency, µM (doses to about 46.1 µM), without a hit: top-dose re-replication activation, actives largely listed as activators; actives 1.8% (n = 340,000); AID 624297; note: potency is the fitted concentration of half-maximal effect; % of control where 0% means no effect; nearly all actives have a fitted effect of over 55% in size
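250 cells/well; 23 nL cpd via pin tool; 48 hr, 37 C, 5% CO2; Hoechst 40 min; imager read of total nuclear intensity, ex 405/em 500-530 nm.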
Starred values were filed as active, the others as inactive; ? = inconclusive; nt = no result given; & = joins results of further samples; [ ] = dose if it differs, or a comment. Unless noted, calls come from the whole dose curve; as a rule, active = well fitted curve in the direction sought with a large enough effect; inconclusive = small, poorly fitted or top-dose-only effect, or another doubt; inactive = no such curve, though single readings can be large; an effect the other way counts as inactive or inconclusive.

SMILES	GLP1R ag	D3 ag	KB-3-1 cytotox	KB-V1 MDR tox	HT1080 IDH1KD tx	HT1080-NT tox	IL-1B inflam inh	DRD3 antagonist	SW480 rereplic
O=C(N1CCOCC1)N1CCC(c2nc(-c3ccc(S(=O)(=O)N4CCOCC4)cc3)no2)CC1	1.7%	2.4	-10.7%	-10.9%	5.4%	-4.0%	9.2	4.8	-1.0%
Cc1ccc(-n2[nH]c(C)c(C=NC34CN5CN(CN(C5)C3)C4)c2=O)cc1C	14.8%	-0.9	?	?	?	?	-3.0	8.2	-3.6%
CSC(=Nc1ccccc1)C(C#N)c1nc2ccccc2[nH]1 (stereo not drawn)	11.0%	-9.6	-11.7%	-12.9%	-11.6%	-2.3%	5.2	-2.0	-22.7%
COc1cccc(CNC(=O)CCS(=O)(=O)c2cccc3nsnc23)c1	0.3%	-1.1	4.4%	0.5%	-0.1%	8.0%	-6.5	12.4	-8.1%
CCN1CCc2nc(NC(=O)c3ccccc3)sc2C1	1.0%	2.4	1.0%	?	3.3%	-6.8%	-23.8	6.4	2.0%
NCCNC(=O)Cc1cccc(NC(=O)Cc2ccc(Nc3ncnc4c3ncn4[C@@H]3O[C@H](CO)[C@@H](O)[C@H]3O)cc2)c1	19.8%	9.0	0.0%	19.6%	10.1%	8.3%	3.7	11.1	-13.1%
CCn1cc(C(=O)N2CCN(c3ccc(F)cc3)CC2)c(=O)c2cc(S(=O)(=O)N3CCOCC3)ccc21	-1.6%	-11.1	-0.6%	-7.5%	nt	nt	nt	nt	nt
CC(OC(=O)CCN=C1NS(=O)(=O)c2ccccc21)C(=O)Nc1ccc(F)cc1Cl (stereo not drawn)	0.8%	0.4	12.0%	5.7%	10.4%	5.5%	-11.5	9.6	-19.8%
CN(CCN1CCOCC1)Cc1nc(-c2ccc(Cl)cc2)no1	7.0%	1.7	-5.3%	-1.4%	-17.8%	0.1%	16.1	-1.7	-5.3%
COc1ccccc1-c1cc(C(=O)N2CCN(c3ccccc3OC)CC2)no1	2.1%	13.5	16.7%	-0.6%	?	?	-1.7	-15.3	?
COc1ccc(-c2cc(C(=O)Nc3c(C)n(C)n(-c4ccccc4)c3=O)no2)cc1OC	2.0%	-13.8&3.1	0.8%&-1.1%	-13.4%&3.0%	5.4%	2.7%	-26.0	-0.9	39.1%
CCc1cc2c(SCC(=O)Nc3ncc(Cl)c(C)c3Cl)ncnc2s1	13.1%	3.2	0.4%	-12.7%	1.7%	9.7%	15.1	7.3	1.9%
O=C(CCCOc1ccc(Cl)cc1Cl)NCc1ccncc1	-3.3%	5.6	7.4%	-14.0%	2.6%	1.8%	-9.2	-16.9	-11.7%
CC1(C)O[C@@H]2C[C@H]3[C@@H]4C[C@H](F)C5=CC(=O)CC[C@]5(C)[C@H]4[C@@H](O)C[C@]3(C)[C@]2(C(=O)CO)O1	-4.8%	4.7&2.0	-6.7%	0.8%	19.5%	-3.5%	nt	17.9	?
O=C(c1ccc2c(c1)OCO2)N(CC1CCCO1)C1(C(=O)NC2CCCC2)CCCCC1 (stereo not drawn)	-8.0%	-0.2	8.1%	-1.7%	2.6%	4.2%	17.0	-13.4	-0.9%
CC(C)(C)NC(=O)NC(=O)COC(=O)C1c2ccccc2Oc2ccccc21	13.7%	-0.8	-8.1%	-17.3%	-19.9%	-4.0%	8.4	-9.0	5.6%
COc1ccc(NC(=O)C(C)N2c3cccc4cccc(c34)S2(=O)=O)cc1OC (stereo not drawn)	19.9%	13.9	18.4µM*	5.17µM*	?	?	-0.8	16.6	13µM*
O=C(Nc1cccnc1N1CCOCC1)c1cc2ccccc2oc1=O	?	0.8	-5.2%	-9.5%	-1.8%	1.3%	19.7	15.2	-3.2%
Cc1cc(CNC(=O)C(C)Cc2ccccc2)nn1C (stereo not drawn)	-1.9%	-8.7	-3.1%	-19.3%	10.5%	11.3%	28.9	-3.5	-27.8%
O=C(COC(=O)c1ccc(Br)o1)c1ccc(S(=O)(=O)N2CCCCC2)cc1	-7.6%	0.4	?	7.6%	17.4%	-2.7%	-13.3	-27.9	-9.9%
CC1(C)ON=C(c2ccc(C(F)(F)F)cc2)NC1=O	-6.6%	0.2	3.1%	-4.7%	2.4%	13.9%	-18.6	12.2	nt
CC1=C(C#N)c2nc(N)c(C#N)c(C)c2/C1=C\c1ccc(OCC(=O)O)c(Cl)c1	7.2%	7.4	4.2%	1.6%	0.3%	-0.2%	17.2	-24.9	1.4%
O=S(=O)(Cc1ccc(Cl)cc1)Nc1ccc(Cl)cn1	-2.0%	-5.0	1.5%	?	26.8%	12.1%	15.9	3.7	-1.7%
OCC1(CCOc2ccccc2)CCN(Cc2ccncc2)CC1	12.4%	-7.6	-0.5%	8.1%	-0.4%	2.4%	19.1	0.9	-3.4%
CCc1nc(N2CCN(C(=O)c3ccccc3)CC2)c(C#N)c2c1COC(C)(C)C2	25.6%	-0.2	?	?	-5.8%	-2.9%	0.0	10.0	7.7%
Cc1cc(C)nc(NC(=O)CSc2ccccn2)n1	-5.3%	-4.8	2.4%	-1.2%	-0.5%	-3.7%	-0.9	-3.5	-1.5%
CCc1ccc(OCCCC(=O)Nc2ccc(S(N)(=O)=O)cc2)cc1	8.8%	-16.2	-11.9%	-15.5%	-4.0%	-9.5%	?	-22.2	-44.1%[inhibitor]
CCOC(=O)C1CCN(c2cc3c(cc2NC(=O)c2cc(OC)ccc2Br)n(C)c(=O)n3C)CC1	3.3%	3.2	24.9%	-11.0%	14.4%	8.6%	0.0	43.4	?
C/C(=N\NC(=O)c1cccnc1)c1cc(C)oc1C	6.8%	0.6	-7.8%	-5.6%	-0.7%	-2.0%	-6.8	-1.4	20.6µM*
Cc1ccc(C)c(NC(=S)NC(NC(=O)N(C)C)C(Cl)(Cl)Cl)c1 (stereo not drawn)	-2.5%	3.8	1.7%	13.3%	8.8%[9.24 µM]	7.9%	9.7	-25.5	?
O=C(Cn1cnc([N+](=O)[O-])c1)NCCc1ccccc1	-1.6%	-5.7	-26.4%	?	-5.3%	-22.8%	-10.0	?	18.2%[1.84 µM]
COc1ccc([C@H]2CC(=O)C=C(c3ccccc3)C2)cc1	5.0%	-19.2	-26.6%	-15.3%	2.8%	-11.3%	-7.6	0.5	15.8%
Cc1c(Cl)cccc1NC(=S)NN1CCOCC1	-6.8%	1.3	4.4%	13.7%	6.0%	7.9%	23.7	10.6	-4.7%
CCN1CCN(S(=O)(=O)c2ccc(Cl)c(C(=O)NCCc3ccccc3)c2)CC1	42.4%	24.6	0.0%	-4.3%	-6.1%	-10.6%	-14.4	16.9	14.6µM*
N#C/C(=C/c1ccc(N2CCCCCC2)o1)c1ccc(F)cc1	-36.8%[inhibitor]	-8.0	?	?	9.2µM*	?	-69.5*	?	11.6µM*
O=C(N/N=C/c1ccc(N2CCOCC2)c([N+](=O)[O-])c1)c1ccc(F)cc1	16.9%	0.7	5.3%	-1.2%	-20.2%	-19.3%	75.0	?	0.5%
Cc1ccc(NC(=O)C2C3CCCC2C3c2ccccc2)c(C)c1 (stereo not drawn)	-0.5%	-6.6	-0.3%	-1.4%	11.1%	10.8%	-0.5	-14.5	1.7%
CC1CCN(C(NC(=O)c2ccco2)C(=O)c2ccccc2)CC1 (stereo not drawn)	0.2%	-0.1	-0.4%	3.2%	6.4%	14.0%	4.3	-5.1	0.5%
N#CCSc1nc2[nH]ncc2c(=O)n1-c1ccccc1Br	4.4%	-14.6	3.7%	-6.1%	?	-17.5%	-3.1	-13.4	1.2%
CCN(C[C@H]1N[C@@](C)(C(=O)OC)[C@H]2C(=O)N(C)C(=O)[C@@H]12)C(=O)c1ccc(F)cc1	-0.1%	7.4	1.9%	11.7%	10.1%	15.0%	-22.0	15.1	-28.9%[9.22 µM]
Cc1nn(CC(=O)NCC(C)c2ccccc2)c(=O)c2cc3occc3n12 (stereo not drawn)	-3.3%	-1.3	7.2%	5.3%	?	20.1%	5.5	-4.1	-2.7%
C[C@H](CCC(=O)NCC(=O)O)[C@H]1CC[C@H]2[C@@H]3[C@H](O)C[C@@H]4C[C@H](O)CC[C@]4(C)[C@H]3C[C@H](O)[C@]12C	-0.8%&-0.5%&-0.7%	-23.8&0.0&-4.3	0.0%&0.0%&0.0%	16.9%&13.5%&21.5%	15.5%&3.0%&-2.5%	21.3%&-4.9%&-5.7%	-15.6&26.0&-4.6	8.1&30.7&-11.6	8.5%&-29.3%
CCN(CC)S(=O)(=O)c1ccc(C(=O)NCc2n[nH]c(=S)n2-c2ccccc2OC)cc1	-2.1%	-15.3	8.4%	-4.3%	1.4%	0.0%	8.8	-7.5	-10.1%
O=C(NNC(=O)c1n[nH]c2ccccc12)c1ccccc1	14.2%	-5.0	?	7.5%	-1.6%	0.0%	12.9	0.0	1.3%
Cc1ccc(-n2c(-c3ccccc3)c[n+]3c2CCc2ccccc2-3)c(C)c1	-2.0%	-2.2	4.61µM*	-2.1%	?	23.1µM*	-99.5*	-6.3	25.8%
Cn1cccc1C(=O)NNC(=O)COc1ccc(Br)cc1	10.6%	0.0	-1.5%	10.5%	-6.2%	0.4%	-7.9	2.2	-112.7%[inhibitor]
Nc1ccc(C(=O)N(CCO)CCO)cc1	0.6%	0.0	10.9%	4.3%	2.8%	-0.4%	0.0	-2.0	-22.4%
O=C(C(Sc1ccccc1)c1ccccc1)N1CCN(c2ccccc2)CC1 (stereo not drawn)	0.2%	-2.4	-7.9%	?	-11.7%	-4.6%	?	-1.4	?

Random draw from the library; about 12% have a hit in one of these screens.
